GLP-1R inv ag: acts as inverse agonist at human GLP-1 receptor | P43220 | HEK293 GLP-1R CRE-luciferase, luminescence, 24 h; GLP-1R form is constitutively active | Potency, µM (top dose mostly 38.3 µM), inactives show top-dose activity change, negative = inhibition, hits mostly inhibitors | 410,000 compounds, 1.6% hits; further: potency means the concentration at half of the fitted maximal effect; on the % scale 0 is the no-effect control and ±100 the full control effect; nearly all actives have a fitted effect of over 55% in size
Target sequence (P43220 whole entry, looked up): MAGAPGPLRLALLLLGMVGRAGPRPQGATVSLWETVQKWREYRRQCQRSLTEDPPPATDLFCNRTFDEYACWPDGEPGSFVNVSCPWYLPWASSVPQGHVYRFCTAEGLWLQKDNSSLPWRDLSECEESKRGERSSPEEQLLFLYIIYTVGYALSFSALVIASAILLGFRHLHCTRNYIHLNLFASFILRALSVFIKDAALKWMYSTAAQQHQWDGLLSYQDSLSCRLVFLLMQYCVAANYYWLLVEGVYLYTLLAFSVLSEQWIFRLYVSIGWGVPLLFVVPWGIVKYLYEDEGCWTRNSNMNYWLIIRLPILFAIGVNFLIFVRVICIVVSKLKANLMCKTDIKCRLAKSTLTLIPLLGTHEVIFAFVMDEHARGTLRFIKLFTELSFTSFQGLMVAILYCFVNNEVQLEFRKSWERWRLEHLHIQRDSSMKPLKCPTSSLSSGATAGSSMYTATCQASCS
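Using stably transfected HEK293 (constitutively active GLP-1R, cAMP-luciferase reporter), compounds were incubated 24 hr and luciferase measured by luminescence.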
Abeta yeast res: A-beta toxicity reversal in yeast; Potency, µM (top dose mostly 46.1 µM), for the others: top-dose growth rescue, most hits filed as activators; AID 1347071; yeast expressing A-beta42, growth rescue, OD600, 48 h; response scale: 0% DMSO, 100% iron-clioquinol control; 410,000 compounds, 0.063% hits; further: potency means the concentration at half of the fitted maximal effect; nearly all actives have a fitted effect of over 55% in size
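Yeast A-beta toxicity model in growth medium with pinned compounds, 48 h at 30 C; growth read as absorbance at 600 nm. Normalized to FeCl3/clioquinol equimolar mix (positive) and DMSO (negative).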
FUS yeast rescue: rescues growth of FUS-expressing yeast; 390,000 compounds, 0.24% hits; S. cerevisiae FUS-expressing, growth rescue, OD600, 24 h; Potency, µM (titrated, usually from 76.6 µM), for the others: at the highest dose growth rescue (activation), usual class: activators;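 further: potency means the concentration at half of the fitted maximal effect; plate controls were DMSO vehicle for no effect and reference control for full effect; nearly all actives have a fitted effect of over 55% in size; some results filed as inactive show a strong effect at the top dose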
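Galactose (2%) drives FUS expression in yeast precultured in raffinose; seeding density OD 0.005. Test compounds incubated 24hr at 30C and 99% humidity before absorbance at 600 nm was measured.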
D3 antag: D3 dopamine receptor (human) antagonism; max response, negative = inhibition, %; D3R cells, DiscoveRx beta-arrestin luminescence, antagonist mode; hits give low values; P35462; 360,000 compounds, 2.5% hits; AID 652054; in the data active means max response below about -50%; inconclusive means no clear call, values can overlap the other calls; further: on the % scale 0 is the no-effect control and ±100 the full control effect; mostly tested at two doses, the higher about 12 µM
Target sequence (P35462 whole entry, looked up): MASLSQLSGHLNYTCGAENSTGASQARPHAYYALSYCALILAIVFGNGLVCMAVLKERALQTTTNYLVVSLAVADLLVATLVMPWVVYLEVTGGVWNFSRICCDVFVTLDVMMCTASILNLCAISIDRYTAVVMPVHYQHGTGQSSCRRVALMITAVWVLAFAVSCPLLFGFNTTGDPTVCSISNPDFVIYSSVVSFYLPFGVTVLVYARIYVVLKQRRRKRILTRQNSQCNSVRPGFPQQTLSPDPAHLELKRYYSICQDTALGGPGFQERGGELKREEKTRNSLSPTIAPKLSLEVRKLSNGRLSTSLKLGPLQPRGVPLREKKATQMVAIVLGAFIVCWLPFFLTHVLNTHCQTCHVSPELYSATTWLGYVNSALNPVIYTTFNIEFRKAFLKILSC
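Cells plated overnight at 1500 cells/well, then exposed to library compounds with dopamine controls for 90 minutes at 37 degrees C. DiscoveRx reagent added for 30–60 minutes at room temperature; luminescence read, quantitative HTS format.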
aSyn yeast inh: inhibitors of alpha-synuclein toxicity in yeast; Potency, µM (series often up to 46.1 µM), inactives show at the highest dose growth rescue (activation), actives largely listed as activators; Yeast expressing alpha-synuclein, growth rescue, BacTiter-Glo, 24 h; 370,000 compounds, 0.14% hits; further: potency means the concentration at half of the fitted maximal effect; % of control where 0% means no effect; nearly all actives have a fitted effect of over 65% in size
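Galactose-induced alpha-syn yeast (OD600=0.02, raffinose-pregrown) + pinned cpd, 24 hr, 30 deg C; growth by BacTiter-Glo luminescence. Growth restoration scores as activation.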
TDP-43 yeast inh: TDP-43 toxicity inhibition in yeast. TDP-43 expressing yeast growth rescue, BacTiter-Glo, 24 h. Potency, µM (top dose mostly 46.1 µM), for inactives: at the top dose growth rescue (activation), actives largely listed as activators. 410,000 compounds, 1.8% hits. AID 652104; further: potency means the concentration at half of the fitted maximal effect; % of control where 0% means no effect; nearly all actives have a fitted effect of over 50% in size
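Growth rescue of TDP-43-toxic yeast measured as ATP luminescence (BacTiter-Glo). Cells grown to mid-log in raffinose, induced in galactose at OD600=0.02, exposed to compound 24 hr at 30 deg C.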
PTHR1 agonist: agonists of human PTHR1 parathyroid hormone receptor; HEK293 GP2 PTHR1 cells, GloSensor cAMP luminescence, 1 h; Potency, µM (top dose mostly 115 µM), inactives show top-dose activation, hits mostly activators; AID 743266; Q03431; 410,000 compounds, 0.075% hits; further: potency means the concentration at half of the fitted maximal effect; nearly all actives have a fitted effect of over 55% in size; some results filed as inactive show a strong effect at the top dose; inactives centre near -15; many of its hits are not listed in these tables
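HEK-293-derived GP2 cells expressing PTHR1 and a GloSensor cAMP reporter, 3,000/well, plated overnight, given luciferin plus IBMX (each 0.5 mM as added) for 1 h at 37 °C, then compound for 1 h at 37 °C. Luminescence was read after 15 min at room temperature.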
Akt phos inh: blocks phosphorylation of Akt; Neuro2A IGF-stimulated pAkt S473 HTRF, 20 min; hits give low values; activity change, % for hits at 50 µM; 360,000 compounds, 0.32% hits; in the data active means activity change below about -80%; inconclusive means mostly about -51% to -80%; further: on the % scale 0 is the no-effect control and ±100 the full control effect
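Single-point screen (50 µM final compound) in Neuro2A cells stimulated 20 min with 6 nM IGF at 37 deg C. After lysis, Ser473-phosphorylated Akt read by HTRF (ex 330 nm, em 615/665 nm) as the 665/615 ratio.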
GLP1R ag: GLP-1 receptor (human) agonism | P43220 | AID 624172 | HEK293 GLP-1R CRE-luciferase, luminescence, 4-6 h; cells express a hypersensitive GLP-1R form | Potency, µM (titrated, usually from 45.6 µM), without a hit: top-dose activation, hits mostly activators | 380,000 compounds, 0.007% hits; further: potency means the concentration at half of the fitted maximal effect; % of control where 0% means no effect
* marks the source's active call; other numbers are inactive results; i = inactive; ? = inconclusive; · = no result given; [ ] = dose if it differs, or a comment. Unless noted, the call rests on the fitted dose curve; in most records, active means well fitted curve in the direction sought with a large enough effect; inconclusive means small, poorly fitted or top-dose-only effect, or another doubt; inactive means no such curve, though single readings can be large; an effect the other way counts as inactive or inconclusive. These rows are one share of the data. The share of hits here may be higher or lower than overall.

SMILES | GLP-1R inv ag | Abeta yeast res | FUS yeast rescue | D3 antag | aSyn yeast inh | TDP-43 yeast inh | PTHR1 agonist | Akt phos inh | GLP1R ag
CC(Nc1nc(-c2ccccc2)nc2ccccc12)c1ccccc1 (stereo not given) | ? | -15.6% | 0.3% | -1.8 | -35.8%[inhibitor] | ? | -11.2% | i | 14.0%
CCCCN(CCCC)Cc1cc(=O)oc2ccc3ccccc3c12 | -26.7% | 4.7% | -2.5% | 11.3 | 0.4% | 5.7% | -15.9% | i | -3.3%
COc1ccc(/C=C(\NC(=O)c2ccc([N+](=O)[O-])cc2)C(=O)N2CCOCC2)cc1 | 13.4% | 0.5% | 18.0% | -9.7 | -5.2% | -10.5% | i | i | 7.2%
COc1ccc(COCC(O)CN2CCOCC2)cc1OC (stereo not given) | 3.5% | 12.1% | -25.8% | 37.2 | -3.3% | -0.6% | -14.0% | i | -7.9%
COc1ccc(S(=O)(=O)N2CCC3(CC2)CC(=O)c2ccccc2O3)cc1C | 2.9% | 4.1% | -3.8% | 9.2 | 0.9% | -11.7% | i | i | -5.3%
C#CCOCCOCCOCCNc1nc(N2CCN(C(=O)[C@H](CCCCN)n3cc(CCCC)nn3)CC2)nc(N2CCN(C(=O)[C@H](Cc3ccc(O)cc3)n3cc(CCO)nn3)CC2)n1 | 3.9% | 0.3% | ? | ? | 3.8% | -1.1% | -18.7% | i | 2.2%
CCOC(=O)C1=C(C)OC(N)=C(C#N)C1c1ccc(O)c(OC)c1 (stereo not given) | 20.1% | -9.0% | 1.8% | -62.1* | -10.2% | -4.8% | -4.8%[57.5 µM] | i | -6.0%
CCN(CC)c1ccc(S(=O)(=O)N2CCOCC2)cc1NC(=O)c1cc(=O)c2ccccc2o1 | 38.7%[activator] | 8.1% | -30.4% | 64.5 | 2.6% | 23.0% | i | i | -1.6%
CN(C)/C=C(\C=O)c1ccc(Cl)cc1Cl | 25.2% | 4.7% | -17.6% | 10.9 | 3.0% | 25.0% | -14.8% | i | -2.5%
O=C(CNC(=O)c1ccccc1)OCC(=O)N1c2ccccc2Sc2ccccc21 | 11.5% | -6.7% | · | -25.2 | -1.4% | 8.1% | -33.5%[inhibitor] | i | 2.9%
CCNc1nc(NCC)nc(Oc2ccc(N)cc2)n1 | 0.0% | 10.6% | · | -0.9 | 2.4% | -7.6% | -12.8% | i | -9.3%
CCn1nc(C)cc1C(=O)Sc1ccc(C)cc1 | ? | -3.1% | 3.7% | 4.7 | -1.9% | -4.8% | -3.0% | i | -0.5%
CCN(c1ccccc1)S(=O)(=O)c1ccc(OC)c(NC(=O)CCc2nc3ccccc3c(=O)[nH]2)c1 | ? | 16.3% | 27.8% | 27.1 | -2.9% | 12.3% | -19.1% | i | 12.3%
Cc1cccc(C(=O)Nc2ccc3nc(SCC(=O)N4CCCC4)sc3c2)c1 | 10.8% | -27.4% | 3.9% | · | · | 24.1% | -24.2% | · | ·
CC1=C(C(=O)O)N2C(=O)C(NC(=O)c3ccn(C)n3)C2SC1 (stereo not given) | 7.6% | -21.2% | -24.7% | 6.3 | -15.3% | -12.2% | i | i | -14.4%
CN(C)CCCNC(=S)N(CCCN(C)C)Cc1cc2cc3c(cc2[nH]c1=O)OCO3 | 11.2% | -12.4% | -4.7% | 0.0 | 0.5% | 9.0% | i | i | -2.3%
CCN1C[C@@H]2[C@@H]3C(=O)N(C)C(=O)[C@@H]3[C@](C)(C1=O)N2C(=O)c1ccc(Br)cc1 | 9.9% | -0.6% | -12.7% | -6.2 | -4.0% | -6.4% | -15.2% | i | 7.9%
COc1ccc(NC(=O)N(C)[C@H]2C[C@H]3c4[nH]c5ccc(-c6ccc7c(c6)OCO7)cc5c4CCN3C[C@H]2[C@H](C)O)cc1 | ? | -31.8% | ? | -12.0 | -0.8% | 12.9% | 9.0% | i | -6.0%
CCOc1ccc(CCNC(=O)COC(=O)c2ccco2)cc1OCC | 0.4% | 18.3% | 8.0% | 16.8 | -8.3% | -8.8% | i | i | 1.5%
Cc1cn(C(=O)CN2C(=O)c3ccccc3C2=O)c(C)n1 | 9.4% | 2.1% | 2.6% | 3.1 | 0.4% | 12.3% | i | i | -3.3%
CC(=O)Nc1c(C)ccc(S(N)(=O)=O)c1C | 4.8% | -23.8% | -2.1% | 10.0 | 7.4% | -1.8% | i | i | 7.7%
Cc1ccc(C(=O)Nc2ncc3c(n2)CC(c2ccco2)CC3=O)cc1 (stereo not given) | 1.9% | 18.7% | 40.3% | 18.4 | 0.5% | 0.7% | 20.1%[57.5 µM] | i | -3.9%
CN(C)C1=NC[C@H](Cc2ccccc2)N1CCCCc1ccccc1 | -32.4% | -4.2% | -12.6% | 9.2 | -1.2% | 15.8% | -9.9% | i | 13.9%
CC(=C/c1ccc(C(C)C)cc1)/C=N/NC(=O)c1ccncc1 | ? | 10.3% | 8.3% | 12.1 | 5.7% | 25.3% | -23.3% | i | 9.5%
CCn1c(=O)c(C(=O)NNC(=O)c2ccccc2F)c(O)c2ccccc21 | 4.6% | -23.8% | 28.1% | -2.9 | 13.5% | -42.8% | -49.6% | i | 12.9%
C[C@H]1CN([C@@H](C)CO)C(=O)c2cccc(NC(=O)Nc3ccc(C(F)(F)F)cc3)c2O[C@@H]1CN(C)Cc1ccc(Cl)c(Cl)c1 | ? | -74.0%[inhibitor] | ? | 65.7 | -19.3% | -58.8%[inhibitor] | i | i | -7.7%
O=C(O)c1ccc(/C=N/NC(=O)c2ccc(CN3c4cccc5cccc(c45)S3(=O)=O)cc2)cc1 | -14.4% | 23.3% | 34.5% | -12.9 | -2.3% | 5.3% | -11.7% | i | 1.4%
Oc1ccc(C[C@H]2CNC(=S)N2CC2CCCN2C[C@H](Cc2ccc(O)cc2)N2C[C@H](Cc3ccccc3)N(CC3CCCCCC3)C2=S)cc1 (stereo not given in full) | 6.3% | 2.2% | ? | ? | -40.2%[inhibitor] | ? | -31.8% | i | -2.3%
COc1ccc(NC(=O)CCC(=O)N2CCN(S(=O)(=O)c3ccc(C)cc3)CC2)c(OC)c1 | 1.7% | 6.7% | 2.7% | 4.5 | 0.0% | ? | -1.8% | i | -11.2%
Oc1ccc(-c2onc3ccc(Cl)cc23)cc1 | ? | -9.6% | 32.8% | 72.6 | 5.8% | ? | -38.8%[inhibitor][57.5 µM] | i | -3.3%
COc1ccc(CCNC(=O)CCS(=O)(=O)c2cccc3nsnc23)cc1OC | 0.0% | 1.2% | 22.2% | 15.2 | 4.2% | 23.6% | i | i | -1.2%
COC(=O)c1cnc(N2CCN(c3ccc(OC)cc3)CC2)c2ccccc12 | 9.8% | -32.6% | 6.9% | · | · | ? | -24.4% | · | ·
CCCCC(=O)Nc1c(C(=O)N2CCN(c3ccccc3)CC2)oc2ccccc12 | ? | -18.0% | 23.7% | · | · | 12.1% | -19.1% | · | ·
CCOC(=O)c1cccc(NC(=O)CSc2nnc(COc3ccccc3C)o2)c1 | 4.3% | 5.9% | 3.3% | -14.2 | -0.3% | -20.4% | -22.6%[57.5 µM] | i | -0.3%
COc1cccc(-c2nnc(N(C)C(=O)C3CCOC3)s2)c1 (stereo not given) | 34.7%[activator] | 4.5% | 10.3% | 18.2 | 5.5% | 5.1% | -0.5%[57.5 µM] | i | 4.9%
O=C/C=C/c1coc2ccc3ccccc3c2c1=O | 11.9% | -4.8% | -1.8% | 33.2 | 14.1% | 6.1% | i | i | 2.7%
COc1ccc(CNS(=O)(=O)c2ccc3c(c2)CC(C)N3C(=O)C2CC2)cc1 (stereo not given) | 3.9% | 1.5% | 14.2% | 15.0 | -0.3% | 3.3% | -50.7%[inhibitor] | i | 17.1%
CCN(CC)S(=O)(=O)c1ccc(NC(=O)CC(NC(C)=O)c2ccccc2)cc1 (stereo not given) | 6.8% | 13.0% | 46.2% | -77.7* | -0.6% | -5.1% | -22.4% | i | -1.3%
Cc1ccc(S(=O)(=O)N2CCN(C(=O)COC(=O)/C=C/c3ccc(F)cc3)CC2)c(C)c1 | -3.3% | -2.1% | -7.6% | -4.6 | -8.2% | -10.4% | -26.2% | i | 9.2%
COc1ccc(OC)c2sc(N3CCN(C(=O)C4CC4)CC3)nc12 | 44.4%[activator] | -3.9% | 26.7% | · | · | 0.0% | i | · | ·
CC(C)Oc1ccc(C(=O)N(CN2CCCC2=O)c2ccc(F)cc2)cc1 | 0.0% | -17.1% | 50.4% | -24.3 | -5.5% | 21.6% | i | i | -1.4%
Cc1cc(N(C)Cc2ccccc2)n2nc(-c3ccc(C(C)(C)C)cc3)nc2n1 | 7.6% | 0.1% | ? | · | · | 15.8µM* | -3.8% | · | ·
COc1ccc(CNC(=O)CN(C(=O)CCC(=O)Nc2nccs2)c2cccc(C)c2)cc1 | 21.4% | 5.2% | -17.3% | -4.3 | 2.7% | 4.6% | -63.4%[inhibitor] | i | 18.8%
CCc1nc2ccc(C(=O)NCCCn3ccnc3)cn2c1N(C)Cc1cc2ccccc2s1 | ? | -10.2% | -7.5% | 16.9 | 1.9% | 12.2% | i | · | -2.9%
Cc1cc(C(=O)NCC(c2ccco2)N(C)C)ccc1[N+](=O)[O-] (stereo not given) | 3.3% | -5.7% | 23.9% | -12.9 | 0.0% | 3.7% | -4.3% | i | 9.3%
COc1ccc(-c2cc(C(=O)N/N=C/c3cccnc3)c3ccccc3n2)cc1 | -3.4% | 1.6% | ? | 13.5 | -4.5% | -8.2% | -18.8% | i | 16.0%
COc1cccc(-n2c(Cc3cc(=O)[nH]c(=O)[nH]3)nnc2SCC(=O)N2CCCCC2)c1 | -4.5% | -18.9% | -14.2% | -25.2 | -6.0% | 2.4% | -5.7% | i | -0.3%

Source: PubChem BioAssay (National Center for Advancing Translational Sciences (NCATS))
